High-throughput results: PubChem BioAssay, National Center for Advancing Translational Sciences (NCATS)
HepG2 tox: counter-screen for TGF-b inhibitors: cytotoxicity in HepG2 cells; HepG2 CAGA-GFP viability, ATP luminescence, 18 h; Potency, µM (highest dose often 46.1 µM), inactives show at the top dose activity change, negative = cytotoxicity, actives largely listed as cytotoxic; 0.76% of 410,000 active; AID 588856; further: potency means the concentration at half of the fitted maximal effect; some results filed as inactive show a strong effect at the top dose
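CellTiter-Glo luminescence gave cytotoxicity after 18 hours at 37 degrees C. The cells were HepG2 CAGA-GFP in 1% FBS DMEM, stimulated with 500 pg/mL TGF-beta after compound addition. %Activity was normalised to no-cell wells (complete cell-killing) and DMSO (no toxicity), and curves were fitted and classified.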
ATXN viability: reduces viability in counter-screen for ATXN expression inhibitors; S2 cells (HEK-293 line with an ATXN2-luciferase reporter) viability, CellTiter-Fluor protease fluorescence, 24 h; Potency, µM (highest dose often 56.7 µM), most hits filed as cytotoxic; 0.49% of 400,000 active; further: potency means the concentration at half of the fitted maximal effect; nearly all actives have a fitted effect of over 40% in size
HT1080-NT tox: kills 2HG-producing HT-1080-NT fibrosarcoma cells; AID 686970; 1.6% of 360,000 active; HT-1080-NT fibrosarcoma viability, CellTiter-Glo ATP luminescence, 48 h; Potency, µM (series often up to 46.1 µM), for the others: at the top dose activity, negative = less viability, usual class: cytotoxic;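 further: NT is the 2HG producing partner of a matched IDH1 knockdown line; potency means the concentration at half of the fitted maximal effect; 0% = DMSO-treated cells and -100% = media-only wells without cells; nearly all actives have a fitted effect of over 55% in size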
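Viability of the 2HG-overproducing fibrosarcoma line after 48 hours of compound exposure at 37 degrees C was determined by luminescence with CellTiter-Glo, and concentration-effect curves were then fitted and categorized.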
HT1080 IDH1KD tx: toxicity to HT-1080 IDH1 knockdown cells (counter line); HT-1080 IDH1 knockdown viability, ATP luminescence, 48 h; Potency, µM (titrated, usually from 46.1 µM), inactives show top-dose activity, negative = toxicity, most hits filed as cytotoxic; 2% of 360,000 active; AID 686971;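 further: potency means the concentration at half of the fitted maximal effect; 0% = DMSO wells and -100% = cell-free medium wells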
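Cytotoxicity counter-line: IDH1KD HT-1080, 48 h, CellTiter-Glo. Curves classed by r2, magnitude and activity.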
KB-3-1 cytotox: KB-3-1 parental cell cytotoxicity | KB-3-1 viability, CellTiter-Glo ATP luminescence, 72 h | Potency, µM (top dose mostly 46.1 µM), for the others: at the highest dose activity change, negative = cytotoxic, most hits filed as cytotoxic | 1.4% of 400,000 active | AID 1347075; further: potency means the concentration at half of the fitted maximal effect; on the % scale 0 is the no-effect control and ±100 the full control effect; nearly all actives have a fitted effect of over 60% in size
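Screening of KB-3-1 cells (DMEM, 10% FBS, phenol-red free) ran from lowest to highest compound concentration; after 72 h at 37 °C viability was read luminescently and curves fitted.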
SW480 rerep: DNA re-replication induction in SW480 cells | 1.8% of 340,000 active | AID 624297 | Potency, µM (highest dose often 46.1 µM), for the others: top-dose re-replication activation, actives largely listed as activators | SW480 DNA re-replication, Hoechst DNA content imaging, 48 h; further: potency means the concentration at half of the fitted maximal effect; % of control where 0% means no effect; nearly all actives have a fitted effect of over 55% in size
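Treated cells incubate 48 hr (37 C, 5% CO2), are stained 40 min with Hoechst, and nuclear fluorescence is enumerated; a rise in nuclei with high DNA signal marks re-replication.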
MCF10A rerep: inducers of DNA re-replication in MCF 10A breast cells; MCF 10A DNA re-replication, Hoechst nuclear intensity, 48 h; Potency, µM (top dose mostly 46.1 µM), for inactives: at the top dose activity, positive = re-replication, hits mostly activators; AID 624296; 2.9% of 350,000 active; further: potency means the concentration at half of the fitted maximal effect; % of control where 0% means no effect; nearly all actives have a fitted effect of over 50% in size
IL1B secr inh: inflammasome signaling inhibition, IL-1 beta readout | THP-1 LPS/ATP IL-1B secretion, AlphaLISA, 16 h; stronger effect = lower value | activity change, % at 57.5 µM | 4.7% of 360,000 active | AID 743279; in the data active means activity change below about -50%; inconclusive means mostly about -30% to -49%; further: on the % scale 0 is the no-effect control and ±100 the full control effect
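THP-1 cells pretreated 1 hr with compounds (up to 57.5 uM final), then stimulated with LPS (250 ng/mL final) plus ATP (1.25 mM final); secreted IL-1B measured by AlphaLISA after 16 hr, decreased signal indicating inhibition.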
ATXN2 expr inh: inhibitors of ATXN2 expression; 0.72% of 360,000 active; Potency, µM (titrated, usually from 57 µM), for the others: at the top dose activity change, negative = inhibition, actives largely listed as inhibitors; AID 1745845; HEK-293 ATXN2-luciferase reporter, luminescence, 24 h; further: potency means the concentration at half of the fitted maximal effect; on the % scale 0 is the no-effect control and ±100 the full control effect; nearly all actives have a fitted effect of over 55% in size
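ATXN2-luciferase reporter cells (luciferase flanked by upstream and downstream ATXN2 gene portions) were treated 24 h at 37 °C with compounds at up to 57 uM. SteadyGlo luminescence gave expression; GF-AFC fluorescence gave viability.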
Active calls of the source: *; i = inactive; u = inconclusive; x = not tested or not shown; [ ] = another dose, or the depositor's remark. Unless noted, the call rests on the fitted dose curve; in most records, active means well fitted curve in the direction sought with a large enough effect; inconclusive means small, poorly fitted or top-dose-only effect, or another doubt; inactive means no such curve, though single readings can be large; an effect the other way counts as inactive or inconclusive. Compounds as they come; overall some 8.9% were active at least once.

SMILES	HepG2 tox	ATXN viability	HT1080-NT tox	HT1080 IDH1KD tx	KB-3-1 cytotox	SW480 rerep	MCF10A rerep	IL1B secr inh	ATXN2 expr inh
COc1cc(C(=O)NCC2CCCO2)ccc1OCc1ccccc1 (stereo not given)	-51%	i	1%	7%	0%	7%	2%	i	0%
CC1CC(O)(CC(O)(c2ccccc2)c2ccccc2)C(C)CN1C (stereo not given)	12%	i	-2%	4%	22%	1%	-2%	u	2%
O=C1CC(c2ccccc2)c2ccc(O)cc2O1 (stereo not given)	0%	i	10%	11%	-7%	-15%	-4%	0	-2%
N#Cc1ccc(Oc2cccc3cccnc23)c([N+](=O)[O-])c1	4%	i	2%	0%	-20%	12%	u	-8	28%
Cc1ccc(-n2ncc3c(SCC(=O)Nc4cc(C)on4)ncnc32)c(C)c1	-2%	i	-8%	-10%	-4%	-4%	3%	30	-21%
O=C(COC(=O)C1=COCCO1)Nc1cccc(Oc2ccccc2)c1	4%	i	4%	0%	11%	-1%	2%	-1	17%
Cc1ccc(NC(=O)Cn2c(=O)ccc3cc(S(=O)(=O)N4CCC(C)CC4)ccc32)c(C)c1	-12%	i	x	x	6%	x	x	x	-4%
Cc1ccc(Cn2c(CCCNC(=O)C3CCCCC3)nc3ccccc32)cc1	-24%	u	x	x	1%	x	x	x	u
CCOCCCNC(=S)N1C2CCC1CC(NC(=O)NC1CCCCC1)C2 (stereo not given)	6%	i	8%	4%	-1%	4%	1%	17	3%
Cc1ccc(O)c(/C=N/NC(=O)c2[nH]ncc2Br)c1	-18%	i	2%	-29%	-2%	8%	0%	-10	u
Cc1nnc(SCC(=O)Nc2cccc(N)c2)n1-c1ccccc1	4%	i	-13%	1%	13%	-9%[9.22 µM]	1%	12	10%
CC(NC(=O)NC(=O)c1ccc(F)cc1)C1CC1 (stereo not given)	-2%	i	11%	0%	1%	-14%	-6%	7	8%
O=C(CSc1nc2c(cnn2-c2ccccc2)c(=O)[nH]1)N1N=C(c2cccs2)CC1c1ccc(F)cc1 (stereo not given)	-21%	i	24%	4%	-4%	4%	4%	-22	-3%
O=C1CC(N2CCN(Cc3ccc(Cl)cc3)CC2)C(=O)N1CCc1ccccc1 (stereo not given)	-23%	i	-5%	1%	-14%	6%	7%	20	-1%
COc1ccc(C(=O)Nc2nncs2)cc1S(=O)(=O)N1CC(c2ccccc2)CC1=O (stereo not given)	4%	i	-4%	5%	-2%	-2%	1%	21	-10%
CCN(C(=O)COC(=O)CCC(=O)c1ccccc1)c1c(N)n(Cc2ccccc2)c(=O)[nH]c1=O	-3%	i	-2%	14%	0%	u	-1%	-8	-3%
O=C(Cn1cnc2cc([N+](=O)[O-])ccc2c1=O)N1CCN(S(=O)(=O)c2ccccc2)CC1	-3%	i	-2%	2%	6%	-1%	1%	45	-14%
O=C(c1ccccc1)N1CCN(CC(O)COc2ccc(Br)cc2)CC1 (stereo not given)	-24%	u	-1%	u	-13%	-2%	8%	-3	x
CN(C)C(=O)Cn1c(=O)n(S(=O)(=O)c2ccccc2)c2ccccc21	-7%	i	-4%	-1%	5%	0%	-1%	0	6%
C=CCOC(=O)/C(=C\C=C\c1ccccc1)NC(=O)c1ccccc1	9%	i	5%	0%	24%	-2%	-3%	-10	-3%
CN1CCCC(C(=O)Nc2cccc(Cl)c2)CC1 (stereo not given)	6%	i	14%	17%	0%	x	x	12	8%
CC1(C(=O)Nc2ccc3c(c2)OCCO3)CCN1C(=O)C1(c2ccc(Cl)cc2)CCC1 (stereo not given)	-5%	i	-18%	u	-23%	x	x	30	-8%
O=C1c2ccc([N+](=O)[O-])cc2S(=O)(=O)N1Cc1ccccc1	-16%	i	2%	-9%	15%	u	u	-94*	-5%
COC(=O)c1ccc(CSc2nc3c([nH]c4ccccc43)c(=O)n2-c2ccc(OC)cc2)o1	-14%	i	x	x	0%	x	x	x	6%
COc1cccc(CNC(=O)c2ccc(CS(=O)Cc3ccc(C)cc3)o2)c1 (stereo not given)	-1%	i	-1%	0%	-8%	1%	0%	-1	x

A section of the results above, for reference:
SMILES	HepG2 tox	ATXN viability	HT1080-NT tox	HT1080 IDH1KD tx	KB-3-1 cytotox	SW480 rerep	MCF10A rerep	IL1B secr inh	ATXN2 expr inh
N#Cc1ccc(Oc2cccc3cccnc23)c([N+](=O)[O-])c1	4%	i	2%	0%	-20%	12%	u	-8	28%
Cc1ccc(-n2ncc3c(SCC(=O)Nc4cc(C)on4)ncnc32)c(C)c1	-2%	i	-8%	-10%	-4%	-4%	3%	30	-21%
O=C(COC(=O)C1=COCCO1)Nc1cccc(Oc2ccccc2)c1	4%	i	4%	0%	11%	-1%	2%	-1	17%
Cc1ccc(NC(=O)Cn2c(=O)ccc3cc(S(=O)(=O)N4CCC(C)CC4)ccc32)c(C)c1	-12%	i	x	x	6%	x	x	x	-4%
Cc1ccc(Cn2c(CCCNC(=O)C3CCCCC3)nc3ccccc32)cc1	-24%	u	x	x	1%	x	x	x	u
CCOCCCNC(=S)N1C2CCC1CC(NC(=O)NC1CCCCC1)C2 (stereo not given)	6%	i	8%	4%	-1%	4%	1%	17	3%
Cc1ccc(O)c(/C=N/NC(=O)c2[nH]ncc2Br)c1	-18%	i	2%	-29%	-2%	8%	0%	-10	u
Cc1nnc(SCC(=O)Nc2cccc(N)c2)n1-c1ccccc1	4%	i	-13%	1%	13%	-9%[9.22 µM]	1%	12	10%
CC(NC(=O)NC(=O)c1ccc(F)cc1)C1CC1 (stereo not given)	-2%	i	11%	0%	1%	-14%	-6%	7	8%
O=C(CSc1nc2c(cnn2-c2ccccc2)c(=O)[nH]1)N1N=C(c2cccs2)CC1c1ccc(F)cc1 (stereo not given)	-21%	i	24%	4%	-4%	4%	4%	-22	-3%
O=C1CC(N2CCN(Cc3ccc(Cl)cc3)CC2)C(=O)N1CCc1ccccc1 (stereo not given)	-23%	i	-5%	1%	-14%	6%	7%	20	-1%
COc1ccc(C(=O)Nc2nncs2)cc1S(=O)(=O)N1CC(c2ccccc2)CC1=O (stereo not given)	4%	i	-4%	5%	-2%	-2%	1%	21	-10%
CCN(C(=O)COC(=O)CCC(=O)c1ccccc1)c1c(N)n(Cc2ccccc2)c(=O)[nH]c1=O	-3%	i	-2%	14%	0%	u	-1%	-8	-3%

Other compounds:
SMILES	HepG2 tox	ATXN viability	HT1080-NT tox	HT1080 IDH1KD tx	KB-3-1 cytotox	SW480 rerep	MCF10A rerep	IL1B secr inh	ATXN2 expr inh
O=C(CCS(=O)(=O)Cc1ccccc1)Nc1nncs1	-14%	i	-14%	0%	18%	21µM*	u	10	50%[activator]
Cc1c(OCC(=O)N2C[C@H]3C[C@@H](C2)c2cccc(=O)n2C3)ccc2c3c(c(=O)oc12)CCC3	-18%	i	-2%	-2%	0%	0%	u	9	6%
Cc1cccn2c(=O)c(C=O)c(Nc3ccc(S(N)(=O)=O)cc3)nc12	-6%	i	4%	4%	4%	-5%	4%	-6	-8%
Cc1ccc(OCCC(=O)Nc2ccc(C)c(S(=O)(=O)N3CCOCC3)c2)cc1	-10%	u	0%	-1%	-4%	2%	-2%	-6	x
CCN(CC(=O)Nc1ccc2c(c1)OCCO2)C(=O)c1cc(Cl)nc2ccccc12	1%	i	-2%	0%	-4%	-13%	9%	14	x
CC(=O)Nc1ccc(S(=O)(=O)N2CCN(C(=O)c3ncoc3-c3ccc(C)cc3)CC2)cc1	-19%	i	-3%	-9%	-19%	8%	-1%	u	-11%
CC(=O)N1CC(C)Oc2ccc(S(=O)(=O)NC(CC(=O)O)c3ccc(C)cc3C)cc21 (stereo not given)	7%	i	5%	15%	4%	-5%	u	6	x
COC(=O)c1ccc(CSc2nnc(NC(C)C)s2)o1	-3%	i	1%	7%	-3%	-5%	2%	11	-1%
Cn1c(C(=O)N[C@@H](Cc2ccccc2)C(=O)O)cc2cc(Cl)ccc21	5%	i	-2%	-14%	0%	-3%	-11%	44	27%
COc1ccc(OC)c(C2/C(=C(/O)c3cnn(-c4ccccc4)c3C)C(=O)C(=O)N2CCN(C)C)c1 (stereo not given)	-16%	i	23%	17%	15%	-4%	0%	3	6%
CCCN(CCC)C(=O)Cn1c(=O)n(CCCCC(=O)NC2CCCC2)c(=O)c2ccccc21	13%	i	25%	17%	1%	4%	-27%	0	0%
CC(C)C(=O)Nc1cccc(C(=O)N2CCCCC2C)c1 (stereo not given)	4%	i	3%	-1%	0%	11%	-4%	13	2%
Cc1ccc(NC(=O)OCCN2CCN(S(=O)(=O)c3ccc(C)cc3)CCC2=O)cc1	3%	i	3%	1%	-10%	2%	5%	-6	-7%
O=C(Cc1cccs1)Nc1ccccc1F	-1%	i	0%	-4%	17%	-2%	-2%	8	10%
CN(C)C1=NCC(CSC(=N)N)S1 (stereo not given)	-10%	u	-13%	-6%	10%	8.2µM*	u	u	16%
O=C(Cc1ccc(Cl)cc1)NCCc1ccc(F)cc1	-8%	x	0%	-1%	0%	3%	0%	-4	x
c1ccc(Cn2ncc3c(N4CCCCC4)ncnc32)cc1	1%	i	-1%	-18%	-2%	-4%	26%	-9	3%
